S3 lipid droplet = qHTS Assay for Lipid Storage Modulators in Drosophila S3 Cells. lipid storage change, negative = inhibition, % at the top dose, mostly 46.1 µM; hits show Potency in µM. 320,000 tested, 0.64% active. Drosophila S3 cells, BODIPY lipid droplet fluorescence, 18-24 h; cells fed with added oleic acid; active = well fitted inhibition curve with a large enough effect in the signal ratio, with a control signal flat, not every such curve was filed as active; inconclusive = small, poorly fitted or top-dose-only effect, or effect the other way, or a change in a side signal; the % refers to the signal ratio
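Laser-scanning cytometry quantifies lipid droplet accumulation (500–530 nm total intensity; droplet/cell object ratio) in oleic acid-fed (400 uM added) Drosophila S3 cells treated with a concentration series. 20 uM Triacsin C defined 100% inhibition.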
S3 lipid droplet cell count max = recorded beside S3 lipid droplet, whose call it bears; cell number change, %; measured here: cell count max response;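 cells counted by Cell Tracker Red CMTPX staining in the red channel; peak over a dose series mostly up to 46.1 µM; percent activity relative to internal control wells on each plate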
* hit, by the source's call; i = inactive; ? = inconclusive; . = not tested or not shown; [ ] = remark or other dose. % is scaled to controls: 0 for no effect and ±100 for the full control effect; potency is read from the fitted curve at half-maximal effect. An excerpt. The share of hits here may be higher or lower than overall.

Each structure is followed by: S3 lipid droplet, S3 lipid droplet cell count max
COc1ccc(-n2cc(-c3ccc(Br)cc3)[nH]c2=S)cc1
 : ?, .
CCC(=O)c1cc2c(cc1NC(=O)c1cccs1)OCCO2
 : ?, .
CC(=O)Nc1scc(C)c1-c1nc2ccccc2s1
 : ?, .
COc1ccc(-n2c(CN3CCC(C(N)=O)CC3)nc3ccc([N+](=O)[O-])cc3c2=O)c(OC)c1
 : ?, .
O=[N+]([O-])c1ccc2[nH]c(O)c(N=NC3CCS(=O)(=O)C3)c2c1 (stereo unspecified)
 : ?, .
O=C(/C=C/c1cccs1)Nc1nccs1
 : 3%, 11
COC(=O)c1ccc(CSc2nc3c(c(=O)n2-c2ccc(Br)cc2)SCC3)o1
 : i, .
COc1ccc(C2=Nn3c(C)nnc3SC2)cc1
 : i, -23
O=C(NC1CCCCC1)c1cccc(S(=O)(=O)N2CCOCC2)c1
 : ?, .
Cc1nc(-c2ccc(F)cc2)c(CC(=O)N(C)CC(=O)Nc2ccccc2C(F)(F)F)s1
 : ?, .
CCOC(=O)c1c(NC(=O)COC(=O)c2ccccn2)sc(C(=O)N(C)C)c1C
 : i[0.0737 µM], .
Cc1nc2ccc(NC(=S)NC(C)C)cc2nc1C
 : 8%, -1
CN(CC(=O)Nc1ccc(F)cc1)C(=O)CNC(=O)C1CCCCC1
 : ?, .
COc1ccccc1-n1cnc(N)c1C(C)=O
 : ?, .
CC(=O)NCCCc1nc2ccccc2n1Cc1ccccc1F
 : ?, .
CCn1c(=O)c(C(C)=O)nc2ccccc21
 : ?, .
O=C(Cc1ccccc1)NN1C(=O)C2C3C=CC(C4CC34)C2C1=O (stereo unspecified)
 : 123%, -3
O=c1c2ccccc2nc(/C=C/c2cccnc2)n1CCc1ccccc1
 : ?, .
O=C1C(=O)N(CCN2CCOCC2)C(c2cccnc2)/C1=C(/O)c1ccccc1 (stereo unspecified)
 : 16%, 1
CC(=O)c1cc2c(cc1NC(=O)CN1CCN(c3cccc(C(F)(F)F)c3)CC1)OCO2
 : 4%, 5
CCOc1ccccc1NC(=O)CSc1nnc(-c2cnccn2)n1CC
 : i, -8
O=C(O)c1cc(C(F)(F)F)nc2c(C(F)(F)F)cccc12
 : ?, .
COC(=O)c1ccncc1N
 : -24%, -28
COc1cc(C2C(C(=O)c3ccc(C)o3)=C(O)C(=O)N2c2cc(C)on2)ccc1O (stereo unspecified)
 : ?, .
O=C(NCc1ccc2c(c1)OCO2)c1cccc(S(=O)(=O)N2CCCC2)c1
 : ?, .
COc1ccc(C2CC(=O)C(C=NCCO)=C(O)C2)cc1 (stereo unspecified)
 : 21%, 0
CCOC(=O)C(C(=O)OCC)[C@@H]1CS(=O)(=O)C[C@H]1C(C(=O)OCC)C(=O)OCC
 : i, 24
COc1cc(NC(=O)c2ccccc2[N+](=O)[O-])c(C(=O)O)cc1OC
 : ?, .
COc1cc(NC(=S)NCC2CCCO2)c(OC)cc1Cl (stereo unspecified)
 : 20%, 10
O=S(=O)(c1ccc2c(c1)OCCO2)N1CCc2ccccc21
 : ?, .

4 successive entries from above, for reference:
Each structure is followed by: S3 lipid droplet, S3 lipid droplet cell count max
CCOC(=O)C(C(=O)OCC)[C@@H]1CS(=O)(=O)C[C@H]1C(C(=O)OCC)C(=O)OCC
 : i, 24
COc1cc(NC(=O)c2ccccc2[N+](=O)[O-])c(C(=O)O)cc1OC
 : ?, .
COc1cc(NC(=S)NCC2CCCO2)c(OC)cc1Cl (stereo unspecified)
 : 20%, 10
O=S(=O)(c1ccc2c(c1)OCCO2)N1CCc2ccccc21
 : ?, .

(next part)
Each structure is followed by: S3 lipid droplet, S3 lipid droplet cell count max
COc1ccc(S(=O)(=O)N2CCN(C(=O)c3ccc(NC(C)=O)cc3)CC2)cc1
 : ?, .
O=C(Nc1ccccc1Sc1ccccc1)c1ccc(F)cc1
 : ?, .
CC(C)(C)c1nnc(N/N=C/c2ccccc2O)n(N)c1=O
 : ?, .
CC1(CC(=O)NNC(=O)Nc2ccccc2)OCCCO1
 : ?, .
NC(=O)c1ccccc1NC(=O)CN1CCCCCC1
 : 10%, .
CCCc1cc(C(N)=O)c(NC(=O)c2cc(C)on2)s1
 : 12%, 18
CCOC(=O)Cn1c(=O)c2c(nc(N3CCOCC3)n2C)n(C)c1=O
 : i, 8
C=CCOc1c(CNc2ccc3[nH]c(=O)[nH]c3c2)cccc1OC
 : -1%, .
Oc1ccc(C=Nc2ccccc2-c2nc3ccccc3[nH]2)c(O)c1
 : ?, .
COc1ccc(N(C(=O)CNC(=O)c2ccco2)C(C(=O)NCC2CCCO2)c2ccc(OC)c(OC)c2)cc1 (stereo unspecified)
 : ?, .
OC1(c2ccc(Cl)cc2)CCN(Cc2nc(-c3cnccn3)no2)CC1
 : ?, .
Fc1ccc(-c2nnc(SCc3cccnc3)o2)cc1
 : 13%, 8
CCCCOc1ccc(C(=O)CCN2CCCCC2)cc1
 : ?, .
CCc1cccc(NC(=O)C(NC(=O)C2CCCCC2)C(C)C)c1 (stereo unspecified)
 : 0%, -1
Cc1cc(C)c2oc(=O)cc(CN3CCC(C)CC3)c2c1
 : ?, .
Brc1ccccc1-c1nnc(SCc2nc3ccccc3s2)o1
 : -1%, 17
COC(=O)Cn1c(=NC(=O)CSCC(=O)NC2CCCCC2)sc2cc(OC)ccc21
 : i, 5
O=C(c1ccccc1)N1CCN(C2CC(=O)N(CCc3ccccc3)C2=O)CC1 (stereo unspecified)
 : 9%, 0
COc1ccc(NC(=O)C2CC2)cc1NS(=O)(=O)c1ccc(F)cc1
 : ?, .
N/C(CN1CCCC1=O)=N\OC(=O)c1ccc(Cl)c(Cl)c1
 : 19%, 0
CCc1ccc(NC(=O)CCNC(=O)Cn2ccc3ccccc3c2=O)cc1
 : ?, .
CC(C)CCNC(=O)CN(Cc1cccs1)C(=O)CCC(=O)Nc1nccs1
 : ?, .
O=C(O)c1cc(-n2nnnc2SCc2ccc([N+](=O)[O-])cc2)ccc1Cl
 : -8%, -7
O=C(NCCN1CCOCC1)c1cc([N+](=O)[O-])cc([N+](=O)[O-])c1
 : -17%, 14
CCOC(=O)c1oc2ccccc2c1NC(=O)COC
 : i, .
COc1ccc(/C=C2\SC(=S)NC2=O)cc1OS(=O)(=O)c1ccc(NC(C)=O)cc1
 : ?, .
O=[N+]([O-])c1cc(S(=O)(=O)C(F)(F)F)ccc1NCC1CCCO1 (stereo unspecified)
 : ?, .
CC(C)c1ccc(NC2CCCN(C(=O)CN3CCOC3=O)C2)cc1 (stereo unspecified)
 : ?, .
COC(=O)C1=C(C)N(c2ccc(OC)c(OC)c2)C(=O)/C1=C\c1cccs1
 : -2%, 5
O=C(Nc1cccc(C(=O)N2CCCc3ccccc32)c1)c1ccccc1
 : ?, .
Cc1ccc(OCCN2C(=O)C(=O)c3cccc(C)c32)cc1
 : -3%, 5
Cc1ccc(CCNC(=O)C2CCC(=O)N2CCc2ccccc2)cc1 (stereo unspecified)
 : 11%, -6
CCCN1C(=O)c2ccccc2NC1c1cc(OC)c(OC)c(OC)c1 (stereo unspecified)
 : 9%, -8
CN(CC(=O)Nc1c(Cl)cccc1Cl)C(=O)CNC(=O)c1ccc2c(c1)OCO2
 : ?, .
O=C(CSc1nnc(C2COc3ccccc3O2)o1)N1CCCCC1 (stereo unspecified)
 : ?, .
O=C(Nc1nccs1)C1CC(=O)N(Cc2ccco2)C1 (stereo unspecified)
 : 2%, -1
c1ccc(-c2cc(N3CCOCC3)nc(-c3ccccc3)n2)cc1
 : ?, .
COc1ccccc1CCNC(=O)C(=O)c1cn(CC(=O)N2CCCC2)c2ccccc12
 : ?, .
CCOc1ccc(CN2CCN(Cc3cccn3-c3nccs3)CC2CCO)cc1 (stereo unspecified)
 : 2%, 6
CCC(C)[C@@H](N)C(=O)N/N=C/c1ccc2ncccc2c1 (stereo partly specified)
 : ?, .
NS(=O)(=O)c1ccccc1NC(=O)c1c(O)c2ccccc2[nH]c1=O
 : -1%, 4
Cc1cccc2cc(C(c3nnnn3C3CCCC3)N3CCOCC3)c(=O)[nH]c12 (stereo unspecified)
 : ?, .
CCC(=O)c1ccc(OC(=O)C2CCN(C3=NS(=O)(=O)c4ccccc43)CC2)cc1
 : ?, .
Cc1ccc(CS(=O)Cc2ccc(C(=O)NCc3ccc4c(c3)OCO4)o2)cc1 (stereo unspecified)
 : ?, .
Cc1c(C)c2cc(Cl)c(OCc3nn[nH]n3)cc2oc1=O
 : 4%, -11
COc1ccc(NC(=O)c2cccc(NC(=O)c3ccccc3)c2)cc1
 : ?, .
CCc1sc(C(=O)NC2CCN(C)CC2)cc1Br
 : i, .
CCOc1ccc(C(=O)CCC(=O)O)cc1
 : 0%, -13
CC(C)CN=C(NS(=O)(=O)c1ccccc1)C(Cl)(Cl)Cl
 : 18µM*, .
Cc1cccc(-n2c(SCC(=O)Nc3nonc3C)nnc2-c2ccoc2C)c1
 : -12%, 20

Next section.
Each structure is followed by: S3 lipid droplet, S3 lipid droplet cell count max
Nc1ccc(Oc2c(Cl)cccc2Cl)nc1
 : ?, .
CN1CCN(C(=O)c2sc(=S)n(-c3ccccc3)c2N)CC1
 : ?, .
O=C(/C=C/c1ccc(Br)cc1)NCc1cccs1
 : ?, .
CCOC(=O)C1CCN(C(=S)Nc2ccccc2)CC1
 : 13%, -5
COc1ccc(CS(=O)/C(Cl)=C(/Cl)C(=O)Nc2ccc(OC)nc2)cc1 (stereo unspecified)
 : ?, .
Cc1oc(C(C)(C)C)cc1C(N)=O
 : 6%, 11
COc1ccc(-n2cc(CNCCCn3ccnc3)c(-c3ccccc3Cl)n2)cc1
 : ?, .
C=CCNC(=O)CN1CCC(NC(=O)c2ccco2)CC1
 : ?, .
COc1ccc(-n2ccnc(SCC(=O)NCc3ccccc3Cl)c2=O)cc1
 : ?, .
S=C(Nc1ccccc1)N1CCc2ccccc21
 : ?, .
CC(=O)c1ccc(N(C)C)cc1
 : 6%, 15
CCOc1ccc(CCNC(=O)C2CCN(C(=O)N(C)C)CC2)cc1OCC
 : ?, .
COc1ccc(Cl)cc1NC(=O)C(=O)NC1CCCCCC1
 : ?, .
CCn1c(=O)c2cc(C(=O)Nc3ccccc3OC)sc2c2ccccc21
 : ?, .
CCN(CC)S(=O)(=O)c1cc(NC(=O)CNc2cccc(S(=O)(=O)N3CCOCC3)c2)ccc1C
 : 2.1µM*, -24*
O=C(OCc1cccc(Cl)c1)c1cc(S(=O)(=O)N2CCCCC2)ccc1N1CCOCC1
 : ?, .
COc1cc([C@H]2Oc3c(OC)cc(CCCO[C@@H]4O[C@H](CO)[C@@H](O)[C@H](O)[C@H]4O)cc3[C@@H]2CO)ccc1O
 : -12%, -10
Cc1ccccc1C(=O)N1CCN(c2ncccn2)CC1
 : ?, .
COc1ccc2oc(C(=O)NCC(Cc3ccccc3)N(C)C)c(C)c2c1 (stereo unspecified)
 : i, 18
O=C(NC(=S)N1CCN(Cc2ccc3c(c2)OCO3)CC1)c1cccc(Br)c1
 : ?, .
O=C(COc1ccccc1[N+](=O)[O-])N/N=C/c1ccc(O)cc1
 : i, -24
CN(c1ccc(F)cc1)S(=O)(=O)c1ccc(Cl)c(C(=O)NCC2CCCO2)c1 (stereo unspecified)
 : ?, .
COc1ccccc1-n1nnnc1SCC(=O)N(CC(C)C)C1CCS(=O)(=O)C1 (stereo unspecified)
 : ?, .
CSc1nc(C)c2c(n1)OC(CN1C(=O)c3ccccc3C1=O)C2 (stereo unspecified)
 : ?, .
NC(=O)CSc1nnc(-c2cccs2)n1Cc1ccco1
 : 2%, 7
O=C(CN1CCOCC1)Nc1ccc(Cl)cn1
 : ?, .
CN(CCOc1ccc(Cl)cc1)Cc1cccc(S(=O)(=O)N(C)C)c1
 : -14%, 13
COc1ccc(/C=N/NC(=O)C(=O)NCc2cccnc2)cc1
 : -17%, -3
Cc1ccc(-c2nn(-c3ccccc3)cc2C2CC(c3ccccc3)=NN2C(=O)CCC(=O)O)cc1 (stereo unspecified)
 : 0%, 17
CCN(CC)CCNC(=O)c1ccc(NC(=O)COc2ccc3c(c2)CCC3)cc1
 : ?, .

Of the compounds above, 4 contain a CF3 group.
Each structure is followed by: S3 lipid droplet, S3 lipid droplet cell count max
Cc1nc(-c2ccc(F)cc2)c(CC(=O)N(C)CC(=O)Nc2ccccc2C(F)(F)F)s1
 : ?, .
CC(=O)c1cc2c(cc1NC(=O)CN1CCN(c3cccc(C(F)(F)F)c3)CC1)OCO2
 : 4%, 5
O=C(O)c1cc(C(F)(F)F)nc2c(C(F)(F)F)cccc12
 : ?, .
O=[N+]([O-])c1cc(S(=O)(=O)C(F)(F)F)ccc1NCC1CCCO1 (stereo unspecified)
 : ?, .

Additional entries:
Each structure is followed by: S3 lipid droplet, S3 lipid droplet cell count max
CCOC(=O)N1CCC(N2CCCC(CO)(Cc3cccc(Cl)c3)C2)CC1 (stereo unspecified)
 : -5%, 3
CCOC(=O)c1cc(C#N)c(SC(C)C(=O)NC2CCCCC2)nc1C (stereo unspecified)
 : ?, .
O=C(CNS(=O)(=O)c1c(Cl)cccc1Cl)OCC(=O)c1ccc[nH]1
 : ?, .
CC1CC(C)CN(C(=O)CSc2nnc(-c3ccc(F)cc3)o2)C1 (stereo unspecified)
 : -25%, -17
Cc1noc(NS(=O)(=O)c2ccc(NC(=O)CSc3ncccn3)cc2)c1C
 : ?, .
C=CCOc1ccc(/C=N/NC(=O)c2cc3c(OC)cc(OC)cc3[nH]2)cc1
 : ?, .
